BioA inh = inhibitors of Mycobacterium tuberculosis BioA enzyme; purified M. tuberculosis BioA enzyme, plate reader; inhibition, % at 9.99 µM; 360,000 compounds, 0.096% hits; AID 602481; in the data active = inhibition above about 40%
The depositor's hits bear a star; & = joins results of further samples. The list is partial; the hit share may differ from the screen's.

> COc1cccc(S(=O)(=O)Nc2ccc3c(c2)OC[C@@H](C)N(Cc2cc(F)ccc2F)C[C@@H](C)[C@H](OC)CN(C)C3=O)c1
  BioA inh: -1.9
> C[C@H]1CN([C@@H](C)CO)C(=O)c2cc(NC(=O)c3ccncc3)ccc2O[C@@H]1CN(C)C(=O)NC1CCCCC1
  BioA inh: -3.6
> C[C@@H]1CCCCO[C@@H](CN(C)S(=O)(=O)c2ccc(Cl)cc2)[C@H](C)CN([C@@H](C)CO)C(=O)c2cc(NC(=O)Nc3ccc(F)cc3)ccc2O1
  BioA inh: 0.0
> COc1ccc(C#Cc2cnc3c(c2)C(=O)N([C@@H](C)CO)C[C@H](C)[C@@H](CN(C)CC2CCOCC2)O3)cc1
  BioA inh: 1.0
> C[C@@H]1CCCCO[C@H](CN(C)C(=O)c2ccccc2)[C@H](C)CN([C@@H](C)CO)C(=O)c2cc(NS(=O)(=O)c3ccc(Cl)cc3)ccc2O1
  BioA inh: 1.1
> C[C@H]1CN([C@@H](C)CO)C(=O)c2cc(NS(C)(=O)=O)ccc2O[C@H]1CN(C)C(=O)Nc1ccc2c(c1)OCO2
  BioA inh: -1.7
> C[C@H]1CN([C@@H](C)CO)C(=O)c2cc(/C=C/c3ccccc3)cnc2O[C@@H]1CN(C)Cc1ccccc1F
  BioA inh: -0.4
> CCCN1C[C@H](C)[C@H](OC)CN(C)C(=O)c2cc(NC(=O)C3CC3)ccc2OC[C@@H]1C
  BioA inh: 0.4
> Cc1cc(C(=O)Nc2cccc3c2O[C@H](CN(C)S(=O)(=O)c2c(C)noc2C)[C@H](C)CN([C@@H](C)CO)C3=O)n(C)n1
  BioA inh: -0.9
> CCNC(=O)Nc1ccc2c(c1)C(=O)N(C)[C@H]1CC[C@@H](CC(=O)NCc3ccc(F)cc3)O[C@@H]1CO2
  BioA inh: -0.3

The list goes on, starting with the last 3 of the part before.
> CCCN1C[C@H](C)[C@H](OC)CN(C)C(=O)c2cc(NC(=O)C3CC3)ccc2OC[C@@H]1C
  BioA inh: 0.4
> Cc1cc(C(=O)Nc2cccc3c2O[C@H](CN(C)S(=O)(=O)c2c(C)noc2C)[C@H](C)CN([C@@H](C)CO)C3=O)n(C)n1
  BioA inh: -0.9
> CCNC(=O)Nc1ccc2c(c1)C(=O)N(C)[C@H]1CC[C@@H](CC(=O)NCc3ccc(F)cc3)O[C@@H]1CO2
  BioA inh: -0.3
> C[C@H]1CN([C@@H](C)CO)C(=O)Cc2cc(NC(=O)Nc3ccc(F)cc3)ccc2O[C@H]1CN(C)S(=O)(=O)c1cccs1
  BioA inh: 0.6
> CCC(=O)N1[C@H](CO)[C@H](c2ccccc2)[C@H]1CN(C(C)C)S(C)(=O)=O
  BioA inh: 4.8
> C[C@H](CO)N1C[C@H](C)[C@@H](CN(C)Cc2cncnc2)Oc2ncc(-c3ccc(F)cc3)cc2C1=O
  BioA inh: 0.2
> NCCCCCCNC(=O)[C@H]1C[C@H]2C(=O)N[C@@H](Cc3ccccc3)C(=O)N2[C@H]1c1cccc(OCCO)c1
  BioA inh: 0.3
> CCNC(=O)[C@H]1[C@H](CO)[C@H]2Cn3c(ccc(C4=CCCCC4)c3=O)[C@H]2N1Cc1ccccc1F
  BioA inh: 5.0
> CN1CCCCN2[C@H](C1)[C@H](c1ccc(C#CC3(O)CCCC3)cc1)[C@@H]2CO
  BioA inh: -2.5
> N#C[C@H]1[C@@H](c2ccccc2)[C@@H](CO)N1C(=O)C1CCCC1
  BioA inh: 0.3
> Cc1ccc(S(=O)(=O)N(C)C[C@H]2OCCCC[C@@H](C)Oc3ccc(NC(=O)Nc4ccc5c(c4)OCO5)cc3C(=O)N([C@@H](C)CO)C[C@H]2C)cc1
  BioA inh: -2.3
> COc1ccccc1NC(=O)N1C[C@H](O)COC[C@@H]2O[C@H](CC(=O)NCc3ccccc3)CC[C@H]21
  BioA inh: -1.8
> O=C(C[C@@H]1CC[C@H]2[C@@H](COC[C@H](O)CN2CC2CCOCC2)O1)NCC1CCCCC1
  BioA inh: -1.1

> CN1C[C@@H]2[C@H](c3ccccc31)[C@H](CO)N2C(=O)Nc1ccc(F)cc1
  BioA inh: 6.3
> O=C(Nc1ccc(F)cc1)N[C@@H]1C=C[C@H](CC(=O)N2CCCCC2)O[C@H]1CO
  BioA inh: -2.2
> C[C@H]1CN([C@@H](C)CO)C(=O)c2cc(C#Cc3ccncc3)cnc2O[C@@H]1CN(C)C(=O)c1ccccc1F
  BioA inh: 5.5
> C[C@H](CO)N1C[C@H](C)[C@H](CN(C)C(=O)Nc2ccc3c(c2)OCO3)OCCCC[C@H](C)Oc2ccc(NC(=O)Nc3ccccc3)cc2C1=O
  BioA inh: 0.9
> COCCNC(=O)C[C@@H]1C[C@H]2c3cc(NC(=O)c4ccc5c(c4)OCO5)ccc3O[C@H]2[C@H](CO)O1
  BioA inh: 3.5
> CO[C@@H]1CC[C@H]2CCN(C)C(=O)C[C@@H](c3ccccc3)CN(C)C(=O)c3cccc(C#N)c3OC[C@@H]1O2
  BioA inh: -0.1
> C[C@@H](NC(=O)C[C@H]1C=C[C@@H](NC(=O)Nc2ccc3c(c2)OCO3)[C@H](CO)O1)c1ccccc1
  BioA inh: -1.6
> COc1ccccc1NC(=O)N[C@H]1CC[C@@H](CCn2cc(-c3cccnc3)nn2)O[C@@H]1CO
  BioA inh: 14
> CCCN(C)C[C@H]1OCc2cnnn2CCCC(=O)N([C@@H](C)CO)C[C@@H]1C
  BioA inh: -1.1
> CCCNC(=O)N1C[C@@H]2[C@H](c3ccccc31)[C@H](CO)N2C(=O)c1ccccc1
  BioA inh: -1.0

> COc1ccc(CN(C)C[C@@H]2Oc3c(NS(C)(=O)=O)cccc3C(=O)N([C@@H](C)CO)C[C@@H]2C)cc1
  BioA inh: -1.8
> O=C(CCN1CCCCC1)NCC[C@H]1CC[C@H](NS(=O)(=O)c2cccc(F)c2)[C@@H](CO)O1
  BioA inh: -4.3
> O=C(CCN1CCCCC1)N[C@@H]1CC[C@H](CCNS(=O)(=O)c2ccc(Cl)cc2)O[C@@H]1CO
  BioA inh: 5.7
> C[C@@H]1CN([C@@H](C)CO)C(=O)c2cc(NS(=O)(=O)c3ccc(Cl)cc3)ccc2O[C@H]1CN(C)C(=O)Nc1ccccc1
  BioA inh: -0.8
> CN1CCN(C(=O)C[C@@H]2CC[C@@H]3[C@H](COC[C@H](O)CN3C(=O)Nc3ccc4c(c3)OCO4)O2)CC1
  BioA inh: -1.4
> O=C(C[C@H]1CC[C@H]2[C@@H](COC[C@H](O)CN2Cc2ccc(Oc3ccccc3)cc2)O1)N1CCOCC1
  BioA inh: 0.1
> COC(=O)C[C@H]1CC[C@H](NS(=O)(=O)c2ccc(OC)cc2)[C@@H](CO)O1
  BioA inh: -0.7
> C[C@H](CO)N1C[C@H](C)[C@H](CN(C)Cc2ccc(Oc3ccccc3)cc2)Oc2ccc(NC(=O)C3CCCCC3)cc2C1=O
  BioA inh: 3.4
> C[C@H](CO)N1C[C@H](C)[C@H](CN(C)C(=O)Nc2ccc(C(F)(F)F)cc2)Oc2ccc(NC(=O)Nc3cccc4ccccc34)cc2C1=O
  BioA inh: -0.1
> C[C@H]1CN([C@@H](C)CO)S(=O)(=O)c2ccc(C#CCC3CCCC3)cc2O[C@H]1CN(C)C(=O)CC1CC1
  BioA inh: -1.5

> COc1ccc(S(=O)(=O)Nc2ccc3c(c2)CC(=O)N([C@H](C)CO)C[C@H](C)[C@@H](CN(C)S(=O)(=O)c2ccc(Cl)cc2)O3)cc1
  BioA inh: -0.2
> O=C(c1ccncc1)N1C[C@@H]2[C@H](c3ccccc31)[C@H](CO)N2C(=O)CN1CCOCC1
  BioA inh: 17
> C[C@H]1CCCCO[C@@H](CN(C)C)[C@@H](C)CN([C@@H](C)CO)C(=O)c2cc(NS(=O)(=O)c3ccc(F)cc3)ccc2O1
  BioA inh: -1.9
> COc1ccc(S(=O)(=O)N(C)C[C@@H]2Oc3c(NC(=O)c4nc5ccccc5s4)cccc3C(=O)N([C@H](C)CO)C[C@H]2C)cc1
  BioA inh: 6.2
> CO[C@H]1CN(C)C(=O)c2ccc(NC(=O)C3CC3)cc2OC[C@@H](C)N(Cc2cc(F)ccc2F)C[C@@H]1C
  BioA inh: 0.1
> O=C(C[C@@H]1C[C@@H]2c3cc(NC(=O)CC4CC4)ccc3O[C@@H]2[C@H](CO)O1)NCc1ccncc1
  BioA inh: -1.2
> C[C@H](CO)N1C[C@H](C)[C@H](CN(C)C)Oc2ccc(NC(=O)Nc3cccc4ccccc34)cc2CC1=O
  BioA inh: -2.9
> CN1C(=O)c2cc(NC(=O)c3cscn3)ccc2OC[C@H]2O[C@H](CC(=O)N3CCCCC3)CC[C@@H]21
  BioA inh: -1.5
> C[C@H]1CN([C@@H](C)CO)C(=O)Cc2cc(NC(=O)Nc3cccc4ccccc34)ccc2O[C@H]1CN(C)S(=O)(=O)c1ccccc1
  BioA inh: -8.6
> O=C(Cc1ccncc1)NCC[C@@H]1CC[C@@H](NC(=O)Nc2cccc(F)c2)[C@@H](CO)O1
  BioA inh: 1.4

> C[C@@H]1CN([C@H](C)CO)C(=O)c2cc(NC(=O)Nc3cccc4ccccc34)ccc2O[C@@H](C)CCCCO[C@H]1CN(C)C(=O)NC1CCCCC1
  BioA inh: -0.4
> Cc1noc(C)c1NC(=O)Nc1ccc2c(c1)CC(=O)N([C@H](C)CO)C[C@@H](C)[C@H](CN(C)C(=O)NC1CCCCC1)O2
  BioA inh: -0.9
> C[C@@H]1CN([C@H](C)CO)C(=O)c2cc(C3=CCCCC3)cnc2O[C@H]1CN(C)Cc1ccccc1F
  BioA inh: 7.7
> C[C@H]1CCCCO[C@@H](CN(C)Cc2ccc3c(c2)OCO3)[C@@H](C)CN([C@@H](C)CO)C(=O)c2cc(NC(=O)Nc3ccccc3)ccc2O1
  BioA inh: -2.2
> C[C@H](CO)N1C[C@H](C)[C@@H](CN(C)Cc2ccncc2)Oc2ccc(NC(=O)CCCN(C)C)cc2C1=O
  BioA inh: -0.6
> CC(C)CC#Cc1ccc2c(c1)O[C@@H](CN(C)C(=O)c1cccnc1)[C@H](C)CN([C@H](C)CO)S2(=O)=O
  BioA inh: 1.5
> COCC(=O)N1[C@@H]2Cn3c(ccc(/C=C/c4ccccc4)c3=O)[C@H]1[C@@H](C(=O)N1CCOCC1)[C@@H]2CO
  BioA inh: -0.1
> CO[C@H]1CN(C)C(=O)c2cc(NC(=O)C3CC3)ccc2OC[C@H](C)N(C(=O)c2ccccc2F)C[C@H]1C
  BioA inh: -1.4
> C/C=C/c1ccc([C@H]2[C@@H](CO)N3CCCCN(C(=O)Nc4cc(F)ccc4F)C[C@H]23)cc1
  BioA inh: 5.6
> CS(=O)(=O)Nc1ccc2c(c1)[C@H]1C[C@H](CC(=O)NCCN3CCCCC3)O[C@@H](CO)[C@H]1O2
  BioA inh: -2.0

> CCCNC(=O)Nc1ccc2c(c1)C(=O)N(C)C[C@H](OC)[C@H](C)CN(Cc1cncnc1)[C@H](C)CO2
  BioA inh: 1.2
> C[C@@H]1CN([C@@H](C)CO)C(=O)Cc2cc(NC(=O)Nc3ccc(C(F)(F)F)cc3)ccc2O[C@H]1CN(C)C(=O)Nc1ccc(F)cc1
  BioA inh: 0.0
> C[C@@H]1CN([C@@H](C)CO)C(=O)c2cc(NC(=O)NC3CCCCC3)ccc2O[C@H]1CN(C)S(=O)(=O)c1ccccc1
  BioA inh: 7.0
> C[C@@H]1CCCCO[C@H](CN(C)S(C)(=O)=O)[C@@H](C)CN([C@H](C)CO)C(=O)c2cc(NS(=O)(=O)c3ccc(F)cc3)ccc2O1
  BioA inh: 0.0
> O=C(C1CC1)N1CCCCN2[C@@H](CO)[C@H](c3ccc(C#CC4CCCC4)cc3)[C@@H]2C1
  BioA inh: -1.5
> Cc1noc(C)c1S(=O)(=O)Nc1ccc2c(c1)C(=O)N([C@H](C)CO)C[C@H](C)[C@H](CN(C)Cc1ccncc1)OCCCC[C@@H](C)O2
  BioA inh: -1.7
> CN1C(=O)c2cc(NS(C)(=O)=O)ccc2OC[C@@H]2O[C@H](CC(=O)NC3CCCCC3)CC[C@H]21
  BioA inh: -0.9
> COc1cccc(NC(=O)N(C)C[C@@H]2Oc3ncc(C#Cc4ccncc4)cc3C(=O)N([C@@H](C)CO)C[C@@H]2C)c1
  BioA inh: 0.3
> COCC(=O)N(C)C[C@@H]1Oc2cc(-c3cncnc3)ccc2S(=O)(=O)N([C@H](C)CO)C[C@@H]1C
  BioA inh: -0.5
> O=C(C[C@H]1CC[C@@H]2[C@H](COC[C@H](O)CN2C(=O)c2ccccc2)O1)NCc1cccc(F)c1
  BioA inh: -3.9

> CCNC(=O)C[C@H]1CC[C@@H]2[C@H](COc3ccc(NC(=O)Nc4cccc(OC)c4)cc3C(=O)N2C)O1
  BioA inh: 0.3
> Cc1noc(C)c1NC(=O)N(C)C[C@H]1Oc2ccc(NC(=O)CCN3CCOCC3)cc2C(=O)N([C@@H](C)CO)C[C@H]1C
  BioA inh: -2.1
> C[C@@H]1CCCCO[C@@H](CN(C)C(=O)Nc2ccccc2)[C@@H](C)CN([C@H](C)CO)C(=O)c2cc(NS(C)(=O)=O)ccc2O1
  BioA inh: -1.6
> O=C(NCC(F)(F)F)[C@H]1[C@H](CO)[C@H]2Cn3c(cccc3=O)[C@@H]1N2C(=O)C1CC1
  BioA inh: 0.0
> CCCN1C[C@@H](C)[C@@H](OC)CN(C)C(=O)c2cc(NC(=O)c3ccc(F)cc3)ccc2OC[C@@H]1C
  BioA inh: 1.7
> CCS(=O)(=O)N1CCCCN2[C@H](CO)[C@@H](c3ccc(C#CC(C)(C)O)cc3)[C@@H]2C1
  BioA inh: 4.8
> C[C@@H]1CN([C@@H](C)CO)C(=O)c2cc(NS(C)(=O)=O)ccc2O[C@@H](C)CCCCO[C@@H]1CN(C)C(=O)Nc1ccccc1
  BioA inh: -3.0
> C[C@H]1CN([C@@H](C)CO)C(=O)c2cccc(NC(=O)C3CCOCC3)c2O[C@H]1CN(C)Cc1ccncc1
  BioA inh: -2.7
> CN(C)C(=O)c1cccc(-c2ccc3c(c2)[C@@H]2[C@@H](CCN2C(=O)c2ccc(F)cc2)[C@H](CO)N3C)c1
  BioA inh: 6.3
> C[C@H](CO)N1C[C@H](C)[C@H](CN(C)C(=O)NC2CCCCC2)Oc2ccc(NS(=O)(=O)c3cccs3)cc2C1=O
  BioA inh: 0.0
> C[C@H](CO)N1C[C@H](C)[C@H](CN(C)Cc2ccc3c(c2)OCO3)OCCCC[C@H](C)Oc2ccc(NS(=O)(=O)c3cccs3)cc2C1=O
  BioA inh: 0.5&-1.2

Screens from PubChem BioAssay.
